JMJD2A Tudor inh: blocks the human JMJD2A Tudor domain | O75164 | AlphaScreen JMJD2A-Tudor / H3K4me3 peptide binding | hit rate 4.4% among 390,000 | AID 504339 | Potency, µM (highest dose often 114 µM), for inactives: at the highest dose activity change, negative = inhibition, usual class: inhibitors; also: % is scaled to controls: 0 for no effect and ±100 for the full control effect; nearly all actives have a fitted effect of over 50% in size
rTrxR1 inhibitor: rat TrxR1 inhibition | O89049 | recombinant rTrxR1, NADPH fluorescence consumption, selenite substrate | Potency, µM (top dose mostly 114 µM), without a hit: at the top dose activity change, negative = inhibition, hits mostly inhibitors | hit rate 1% among 390,000 | AID 588453; also: % is scaled to controls: 0 for no effect and ±100 for the full control effect; nearly all actives have a fitted effect of over 65% in size
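Rat TrxR1 (90 nM in the dispensed reagent) was pre-reduced with 400 uM NADPH for 5 min at room temperature, then incubated with compound for 15 min. After 400 uM selenite was added, NADPH fluorescence (Ex 340/Em 450 nm) was followed for 8 min.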
Tb PGK inh: inhibitors of T. brucei phosphoglycerate kinase. Potency, µM (highest dose often 57.5 µM), inactives show at the highest dose activity change, negative = inhibition, actives largely listed as inhibitors. P07378. PGK/GAPDH coupled, Kinase-Glo luminescence, 60 min. hit rate 0.043% among 380,000; also: % is scaled to controls: 0 for no effect and ±100 for the full control effect; nearly all actives have a fitted effect of over 60% in size
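Luminescent ATP detection (Kinase-Glo Plus) follows a 60-minute room-temperature incubation, with wells lacking PGK as controls. Buffer: 100 mM TEA (pH 7.6), 5 mM MgCl2, 0.01% Tween-20. Coupling enzyme GAPDH (100 nM final) supplies unstable 1,3-BPG in-well.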
GLS inh: blocks human kidney-isoform glutaminase activity; O94925; GLS enzymatic activity, qHTS titration; Potency, µM (titrated, usually from 45.5 µM), for inactives: at the top dose activity change, negative = inhibition, usual class: inhibitors; hit rate 0.21% among 410,000; AID 624170; also: % is scaled to controls: 0 for no effect and ±100 for the full control effect
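Compounds were pin-transferred onto hKGA, after which L-glutamine (1 mM solution) and a detection mix of glutamate oxidase, HRP and Amplex Red were added. Initial and 30 min RT fluorescence reads were collected.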
HP1b chromo inh: blocks HP1-beta chromodomain binding to methylated histone tails; P83916; AID 540317; AlphaScreen HP1-beta / biotin-H3K9me3 peptide binding; Potency, µM (series often up to 114 µM), inactives show at the highest dose activity change, negative = inhibition, most hits filed as inhibitors; hit rate 0.56% among 390,000; also: nearly all actives have a fitted effect of over 70% in size; inactives centre near 23
Target sequence (P83916 whole entry, looked up): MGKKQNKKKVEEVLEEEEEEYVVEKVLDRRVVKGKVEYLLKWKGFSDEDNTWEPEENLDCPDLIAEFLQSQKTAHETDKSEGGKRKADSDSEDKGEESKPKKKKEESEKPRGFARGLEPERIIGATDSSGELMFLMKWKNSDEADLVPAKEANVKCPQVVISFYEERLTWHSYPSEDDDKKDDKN
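Compound inhibition of the preformed complex between 50 nM HP1-beta and 50 nM biotinylated H3K9me3 peptide was read by AlphaScreen. Buffer was PBS pH 7.4 with 0.01% Tween-20. Incubations ran 30 min at room temperature, with 10 ug/mL donor/acceptor beads.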
Pin1 inhibitor: blocks the human prolyl isomerase Pin1. Potency, µM (series often up to 115 µM), inactives show top-dose activity, negative = inhibition, hits mostly inhibitors. AID 504891. Q13526. Pin1 FP peptide displacement, HiFluor488, 10 min. hit rate 0.009% among 390,000; active = well fitted inhibition curve with a large enough effect in the polarisation, with a control signal flat, not every such curve was filed as active; inconclusive = small, poorly fitted or top-dose-only effect, or effect the other way, or a change in a side signal; inactive = no such curve, though single readings can be large or run the other way; the % refers to the polarisation; also: % is scaled to controls: 0 for no effect and ±100 for the full control effect
Target sequence (Q13526 whole entry, looked up): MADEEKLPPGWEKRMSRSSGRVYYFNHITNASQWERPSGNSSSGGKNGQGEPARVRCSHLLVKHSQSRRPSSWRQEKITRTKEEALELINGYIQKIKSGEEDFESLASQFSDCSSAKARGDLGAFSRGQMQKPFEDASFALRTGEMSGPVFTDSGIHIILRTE
RGS4 inh: human RGS4 inhibition. hit rate 0.039% among 390,000. AID 504845. Transcreener GDP fluorescence polarization, RGS4-accelerated GTP hydrolysis. Potency, µM (titrated, usually from 114 µM), for inactives: top-dose activity change, negative = inhibition, most hits filed as inhibitors; also: % is scaled to controls: 0 for no effect and ±100 for the full control effect; nearly all actives have a fitted effect of over 75% in size; some results filed as inactive show a strong effect at the top dose
Target sequence (P49798 whole entry, looked up): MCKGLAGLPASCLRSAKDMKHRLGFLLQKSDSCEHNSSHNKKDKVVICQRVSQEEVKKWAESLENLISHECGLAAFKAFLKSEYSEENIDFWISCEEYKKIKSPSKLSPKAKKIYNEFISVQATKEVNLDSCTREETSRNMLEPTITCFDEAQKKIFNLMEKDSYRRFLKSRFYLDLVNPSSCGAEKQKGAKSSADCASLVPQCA
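MLSMR compounds (23 nl, pin-transferred) preincubated 10 min at room temperature with a 500nM (2x) first reagent, then RGS4 at 900nM (2x) plus Transcreener GDP mix added; fluorescence polarization (620/688 nm) read before and after 90 min at 30 °C.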
12-LOX inh: blocks human arachidonate 12S-lipoxygenase. hit rate 1.1% among 580,000. Potency, µM (highest dose often 108 µM), for inactives: top-dose activity change, negative = inhibition, most hits filed as inhibitors. AID 1671190. purified 12hLO, xylenol orange hydroperoxide absorbance. P18054; also: % is scaled to controls: 0 for no effect and ±100 for the full control effect
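Hydroperoxide product was detected by ferrous iron/xylenol orange as the 573 to 405 nm absorbance ratio. Arachidonic acid at 40 uM (final) was turned over for 30 min at room temperature by 150 nM human 12hLO, pH 7.0 Hepes buffer, after 15 min compound preincubation.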
ERG Ets-DNA blk: blocks human ERG Ets domain binding to DNA | fluorescence polarization, His-ERG Ets domain / labelled DNA | P11308 | Potency, µM (doses to about 76.9 µM), inactives show top-dose FP activity, negative = inhibition, most hits filed as inhibitors | hit rate 0.028% among 370,000; active = well fitted inhibition curve with a large enough effect in the polarisation, with a control signal flat; inconclusive = small, poorly fitted or top-dose-only effect, or effect the other way, or a change in a side signal; inactive = no such curve, though single readings can be large or run the other way; the % refers to the polarisation;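 also: polarization taken with two DNA probes labelled with fluorescein and Texas red; % of control where 0% means no effect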
Target sequence (P11308 whole entry, looked up, the tested form may be a part): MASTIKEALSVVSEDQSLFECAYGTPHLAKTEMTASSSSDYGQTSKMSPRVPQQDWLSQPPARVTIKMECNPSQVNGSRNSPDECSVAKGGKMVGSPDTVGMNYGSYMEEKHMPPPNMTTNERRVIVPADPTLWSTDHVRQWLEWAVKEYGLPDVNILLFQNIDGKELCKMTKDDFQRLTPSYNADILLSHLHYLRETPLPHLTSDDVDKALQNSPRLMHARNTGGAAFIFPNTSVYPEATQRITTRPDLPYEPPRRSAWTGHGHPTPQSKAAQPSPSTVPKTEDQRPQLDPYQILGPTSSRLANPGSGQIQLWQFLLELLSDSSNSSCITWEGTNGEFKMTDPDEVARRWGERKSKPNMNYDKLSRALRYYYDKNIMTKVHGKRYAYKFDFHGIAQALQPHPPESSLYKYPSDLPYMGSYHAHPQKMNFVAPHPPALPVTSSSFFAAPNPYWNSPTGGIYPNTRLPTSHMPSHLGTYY
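His-tagged ERG Ets domain (1 uM in the protein solution; 300mM KCl, 50mM Tris-HCl, 1mM EDTA, 1mM DTT, pH 7.5) received compound, then a probe mix of 5 nM fluorescein-DNA and 100nM Texas-615-DNA. Fluorescence polarization was read for both dyes.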
* hit, by the source's call; i = inactive; ? = inconclusive; . = no result given; & = joins results of further samples; [ ] = remark or other dose. Unless noted, calls follow the shape of the dose curve; as a rule, active = well fitted curve in the direction sought with a large enough effect; inconclusive = small, poorly fitted or top-dose-only effect, or another doubt; inactive = no such curve, though single readings can be large; an effect the other way counts as inactive or inconclusive. Potency is read from the fitted curve at half-maximal effect. Only part of the results is shown. The share of hits here may be higher or lower than overall.

SMILES	JMJD2A Tudor inh	rTrxR1 inhibitor	Tb PGK inh	GLS inh	HP1b chromo inh	Pin1 inhibitor	RGS4 inh	12-LOX inh	ERG Ets-DNA blk
Cc1cc(/C=C2/NC(=O)N(Cc3ccccc3F)C2=O)c(C)n1-c1ccccn1	-22%	6%[57.1 µM]	i	-4%	16%	?	-29%	-7%	11%
O=C(c1cccc2c1-c1ccccc1C2)N1CCCCC1	-19%	17%[11.4 µM]	i	-13%	-11%	-9%	-23%	-13%	-12%
CCn1c(SCC(=O)c2c[nH]c3ccccc23)nc2cc(S(=O)(=O)N3CCOCC3)ccc21	-12%	-16%	-8%	-2%	33%	?	-46%	2%	.
CCn1c2ccc(F)cc2c2nnc(SCCN3CCCCC3)nc21	-32%&-28%	13%&4%	-8%&-3%	5%&-1%	18%&18%	-5%&10%	10%&10%	3%&-21%	1%&-2%
CCN(CC(=O)NCc1cccs1)C(=O)/C=C/c1cc(OC)ccc1OC	-1%	30%	-3%	17%	31%	0%	0%	18%	-1%
Cc1onc(C(=O)Nc2c(C)n(C)n(-c3ccccc3)c2=O)c1[N+](=O)[O-]	-18%	2%	-5%	-8%	-9%	-3%	-15%	12%	5%
CN(CC(=O)NCCc1ccc(S(N)(=O)=O)cc1)S(=O)(=O)/C=C/c1ccccc1	-7%	19%	-1%	-1%	47%[activator]	0%	-15%	8%	1%
CC(=O)c1c(C)[nH]c(C(=O)N2CCc3ccccc32)c1C	7%	-11%	0%	-5%	21%	2%	-29%	0%	-2%
COc1ccc(-c2noc(CN3CCN(C(=O)c4cccs4)CC3)n2)c(OC)c1OC	-34%	-3%[57.1 µM]	1%	1%	6%	0%	-41%[56.9 µM]	-5%	0%
CCOc1nc2ccccc2cc1C=O	17%	10%[57.1 µM]	4%	2%	33%	5%	17%	2%	-2%
CC(C)CCCN1C(N(C)C)=NC[C@@H]1Cc1ccccc1	-16%	21%	-5%	1%	34%	5%	-12%	10%	12%
C=CS(=O)(=O)c1c2cc(OC)ccc2nc2ccc(OC)cc12	26%	1.3µM*	-10%	56%[activator]	60%[activator]	?	?	-27%	0%
COC(=O)c1c(-c2ccc(F)cc2)csc1NC(=O)c1ccco1	6%	-2%	5%	21%	21%	10%	15%	447%[activator]	-3%
O=C(CCCN1C(=O)/C(=C/c2ccccc2Cl)SC1=S)NNC(=O)c1ccccc1	-10%	-1%	-5%	7%	22%	?	-25%	5%	4%
O=C(COC(=O)c1ccc2c(c1)OCO2)NCc1ccc(Cl)cc1	-24%	-3%	-2%	2%	64%[activator]	-1%	-37%	0%	4%
CC(C)N(C(=O)Cn1c(Cl)nc2ccccc21)C(C)C	-6%	17%	i	-3%	47%[activator]	-15%	26%	2%	-26%
Cc1ccccc1NS(=O)(=O)c1cc(C(=O)NCCC2=CCCCC2)ccc1C	-10%	1%	-3%	-6%	16%	6%	-6%	-23%[57.4 µM]	.
CC(C)c1ccc(-c2cc(C(=O)NN3CCN(C)CC3)c3ccccc3n2)cc1	?	21%	-8%	23%	-4%	1%	-13%	-5%	6%
Oc1ccccc1/C=N/NC(=S)NC1CC2C=CC1C2 (configuration not stated)	45µM*	28%[57.1 µM]	i	0%	6%	-1%	-31%	?	6%
COc1ccc(O)c(-c2[nH]ncc2C(=O)c2ccccc2)c1	-20%	-1%	1%	29%	21%	2%	1%	0%	-1%
COCC(=O)Oc1c(Sc2ccccc2[N+](=O)[O-])c(C)nn1C(C)(C)C	-13%	4%[57.1 µM]	-3%	?	2%	4%	-28%	-18%	11%
CCCCN(C(=O)CSc1nnc(-c2ccccc2)n1C)c1c(N)n(Cc2ccccc2)c(=O)[nH]c1=O	-12%	-6%	5%	2%	20%	3%	13%	-16%	-2%
COCCC(=O)N1CCC(Oc2ccc(C(=O)NCCSC)cc2)CC1	-8%	11%	4%	-3%	28%	-9%	20%	36%[activator]	-3%
NCCNc1ccc([N+](=O)[O-])cc1	-5%	-9%[57.1 µM]	0%	2%	35%	-2%	6%[56.9 µM]	-11%	15%
CCc1cccc2c(C(=O)CN3C(=O)C(=O)N(C4CCCC4)C3=O)c[nH]c12	-21%	-5%	-3%	-3%	30%	?	-22%	58%[activator]	31%[activator]
Cn1c(SCC(=O)NC(=O)Nc2ccccc2)nnc1-c1ccncc1	-11%	?	-1%	-4%	34%	1%	10%	34%[activator]	16%
Nc1ccc(-c2nc3ncccc3o2)c(Cl)c1	-4%	8%[57.1 µM]	-2%	1%	15%	3%	22%	?	2%
Cc1ccc(-n2c([O-])nc(-[n+]3ccccc3)c2C=O)cc1	-4%	-11%	-11%	-1%	0%	1%	-1%	-3%	.
Cc1cccc(CNc2ncnc3ccc(-c4cccnc4)cc23)c1	-21%	14%	3%	5%	46%[activator]	12%	-15%	?	.
Cc1cc(S(=O)(=O)Nc2ccc(-c3ccc(N4CCCCCC4)nn3)cc2)c(C)cc1Cl	-20%	23%[57.1 µM]	0%	1%	10%[57 µM]	14%	-7%	-17%	6%
C/C(=N\N1CCN(c2ccccc2)CC1)c1ccccc1O	-9%	11%	i	10%	32%	9%	-2%	-8%	8%
CCOc1ccc(NC(=O)Nc2cc3c(cc2N2CCCCC2)n(C)c(=O)n3C)cc1	-18%	-2%	3%	3%	23%	1%	2%	-15%	1%
COc1ccc(C2=NOC(C(=O)NCc3ccco3)C2)cc1OC (configuration not stated)	-10%	9%	i	-1%	23%	-5%	-16%	-21%	-9%
CCOC(=O)c1cc(S(=O)(=O)NCCc2ccc(OC)c(OC)c2)cn1C	-11%	20%	3%	-10%	43%[activator]	-8%	40%	1%	-1%
CC(=O)Nc1ccc(S(=O)(=O)N2CCNC(=O)C2)cc1	-11%	3%[57.1 µM]	4%	3%	25%	2%	-1%	-3%	-4%
CCN1CCN(c2oc(/C=C/c3cc(OC)c(OC)c(OC)c3)nc2C#N)CC1	-6%	-25%	9%	0%	37%[activator]	4%	-35%	-10%	0%
Cc1nn(-c2ccccc2)c(C)c1/C=N/NC(=O)c1ccccc1NS(=O)(=O)c1cccs1	-24%	2%[57.1 µM]	-7%	5%	17%	-2%	-8%	16%	-3%
Cc1cccc(NS(=O)(=O)c2ccc(C3CCCCC3)cc2)n1	-8%	17%	-9%	-2%	22%	0%	13%	-7%	-7%
Nc1nc2c3ccccc3nc(Cc3ccccc3)n2n1	-12%	7%	2%	0%	27%	-10%	-8%	9%	.
COc1ccc(C(=O)Nc2ccccc2C(=O)N2CCCCC2C)cc1 (configuration not stated)	-18%	11%	i	-2%	17%	-4%	7%	0%	16%
CCN1CCN(C(=S)NC(CC(=O)c2ccccc2)c2ccccc2)CC1 (configuration not stated)	-12%	18%[11.4 µM]	3%	0%	27%	-3%	-4%	51%[activator]	7%[15.4 µM]
COc1cc(/C=C2/SC(=S)N(c3c(C)n(C)n(-c4ccccc4)c3=O)C2=O)ccc1O	?	8%[57.1 µM]	?	-3%	?	?	-38%	-61%	158%[activator]
CC(=O)NCCc1nc2ccccc2n1Cc1ccccc1	-5%	6%	2%	0%	27%	2%	9%	-2%	-1%
Cc1ccc(C2C(C#N)=C(N)N(c3cccnc3)C3=C2C(=O)CCC3)s1 (configuration not stated)	-32%	?	-6%	-22%	49%[activator]	?	-14%[11.4 µM]	?	22%
COc1ccccc1N1CCN(C(=O)C2CCN(S(=O)(=O)c3cccs3)CC2)CC1	-20%	2%	4%	11%	10%	0%	-2%	-8%	-5%
O=C(Cc1ccccc1)NCC(=O)OCC(=O)c1cccc([N+](=O)[O-])c1	-19%	-5%	-2%	6%	14%	-3%	11%	3%	6%
CCOc1cccc(C(=O)NC2CCCCC2)c1	8%	19%	-7%	-3%	28%	0%	-12%	-8%	.
CN1CCN(C(=O)C2=C[C@@H](c3ccc(C(F)(F)F)cc3)C[C@@H](OCc3ccc(CO)cc3)O2)CC1	-25%	2%	-7%	1%	37%	1%	-3%	1%	-4%
CCOc1ccc2c(CC)cc(=O)oc2c1OCC	8%	4%[57.1 µM]	3%	5%	22%	-9%	20%	0%	-1%
CC(C)(C)NS(=O)(=O)c1cc2c3c(c1)CCN3C(=O)CC2	-9%	13%	-1%	1%	38%	1%	-13%	-3%	-14%
COc1ccc(S(=O)(=O)N2CCCC2=O)cc1N(C)S(C)(=O)=O	-17%	36%	-9%	-4%	47%[activator]	-2%	-1%	0%	-1%
CC(CN1CCCC(C(N)=O)C1)c1ccccc1 (configuration not stated)	-10%	16%	-1%	0%	13%	-10%	19%	11%	-5%
Cc1ccc(S(=O)(=O)N2CCN(C(=O)CSc3nnc(C)c(=O)[nH]3)CC2)cc1	-20%	-5%	i	4%	46%	?	?	?	19%
O=C(Nc1ccccc1)c1ccccc1OCC(O)CN1C(=O)c2ccccc2S1(=O)=O (configuration not stated)	-8%	-9%	-1%	-12%	26%	11%	14%	0%	0%
O=C(CN1CCN(S(=O)(=O)c2ccccc2)CC1)Nc1ccc2c(c1)OCO2	-3%	10%	7%	7%	23%	0%	42%	64%[activator]	-5%
COc1ccc(CCNC(=O)CCCn2ncn3c(cc4occc43)c2=O)c(OC)c1	1%	?	-2%	-10%	16%	1%	-10%	5%	3%

Source: PubChem BioAssay
